IDH1 mut inh: blocks human IDH1 R132H reductase activity | O75874 | diaphorase/resazurin fluorescence, 60 min | inhibition, % at 10 µM | 70,000 tested, 0.18% active | AID 624101; in the data active = inhibition above about 34%;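 also: 0% = DMSO and 100% = no enzyme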
Target sequence (O75874 whole entry R132H): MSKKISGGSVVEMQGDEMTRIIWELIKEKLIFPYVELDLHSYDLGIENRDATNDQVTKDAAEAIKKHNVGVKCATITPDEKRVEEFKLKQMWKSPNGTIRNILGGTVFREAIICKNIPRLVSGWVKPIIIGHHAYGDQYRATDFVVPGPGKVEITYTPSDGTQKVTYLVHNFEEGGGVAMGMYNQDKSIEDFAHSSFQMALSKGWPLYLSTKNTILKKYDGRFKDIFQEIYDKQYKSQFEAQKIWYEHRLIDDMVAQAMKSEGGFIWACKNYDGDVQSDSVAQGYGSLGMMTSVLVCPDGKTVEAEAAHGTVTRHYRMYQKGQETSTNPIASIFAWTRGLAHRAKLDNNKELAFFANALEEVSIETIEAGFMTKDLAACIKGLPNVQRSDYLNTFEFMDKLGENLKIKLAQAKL
EZH2 inh: inhibitors of human EZH2/PRC2 methyltransferase | Q15910 | PRC2 H3K27 methylation, DELFIA TRF, 1 h | inhibition, % at 12.5 µM | 57,000 tested, 0.35% active | AID 651548;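 active = mean inhibition of replicates at least 50% and every single replicate also reaching 50%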;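 also: dimethyl H3K27 on biotinylated H3 21-44 peptide detected by antibody; plate controls were median neutral control wells for no effect and median positive control wells for full effect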
Active calls of the source: *; . = not tested or not shown. An excerpt. The share of hits here may be higher or lower than overall.

SMILES	IDH1 mut inh	EZH2 inh
CNC(=O)C(=O)NCCc1c[nH]c2ccccc12	0.4	.
COC(=O)[C@]1(CO)N=C(c2ccc(OCCCO)cc2)O[C@@H]1c1ccccc1N=[N+]=[N-]	.	-8
CO[C@H]1CN(C)C(=O)c2ccc(NC(=O)C3CCC3)cc2OC[C@@H](C)NC[C@@H]1C	0.1	9
COc1ccc(NC(=O)Nc2ccc3c(c2)CC(=O)N([C@H](C)CO)C[C@H](C)[C@H](CN(C)Cc2ccc(C(=O)O)cc2)O3)cc1	-0.3	.
O=C(C[C@H]1CC[C@@H](NC(=O)Nc2ccc3c(c2)OCO3)[C@@H](CO)O1)NCCCN1CCOCC1	0.1	5
COc1cccc(NC(=O)Nc2ccc3c(c2)C(=O)N(C)C[C@@H](OC)[C@@H](C)CN(CC2CC2)[C@H](C)CO3)c1	-0.8	4
C[C@H]1CN([C@@H](C)CO)C(=O)c2cccc(NC(=O)C3CCOCC3)c2O[C@@H]1CN(C)Cc1ccc2c(c1)OCO2	3.3	-11
Cc1ccc(S(=O)(=O)N(C)C[C@@H]2Oc3ncc(C#Cc4cccc(F)c4)cc3C(=O)N([C@H](C)CO)C[C@@H]2C)cc1	3.4	.
COc1ccc(CN(C)C[C@@H]2OCCCC[C@H](C)Oc3ccc(NS(=O)(=O)c4ccc(C)cc4)cc3C(=O)N([C@@H](C)CO)C[C@@H]2C)cc1	-0.1	.
C[C@H]1CN([C@@H](C)CO)C(=O)c2cccc(NS(=O)(=O)c3ccccc3)c2O[C@@H]1CN(C)C(=O)Nc1ccc2c(c1)OCO2	-2.5	.
COc1ccc(NC(=O)Nc2ccc3c(c2)CC(=O)N([C@@H](C)CO)C[C@H](C)[C@H](CN(C)Cc2ccncc2)O3)cc1	-0.2	.
Cn1c(=O)c2c(nc(NCc3cccnc3)n2Cc2c(F)cccc2Cl)n(C)c1=O	0.1	-5
C[C@@H]1CN([C@@H](C)CO)C(=O)c2cc(C3=CCCCC3)cnc2O[C@H]1CN(C)Cc1ccccc1	0.4	-11
CO[C@H]1CN(C)C(=O)c2ccc(NC(=O)Cc3ccccc3)cc2OC[C@@H](C)N(C)C[C@@H]1C	0.3	7
C/C=C/c1cnc2c(c1)C(=O)N([C@@H](C)CO)C[C@H](C)[C@H](CN(C)C(=O)Nc1ccccc1F)O2	1.9	4
CCS(=O)(=O)NCC[C@H]1CC[C@H](NC(=O)Nc2cc(Cl)cc(Cl)c2)[C@@H](CO)O1	-0.2	0
COc1ccc(CN(C)C[C@@H]2Oc3ccc(NC(=O)Nc4ccc(OC)cc4)cc3C(=O)N([C@H](C)CO)C[C@@H]2C)cc1	1.6	0
CCCC#Cc1ccc2c(c1)O[C@@H](CN(C)C(=O)C1CC1)[C@@H](C)CN([C@H](C)CO)S2(=O)=O	-2.1	7
O=C(N[C@H]1CC[C@@H](CCNS(=O)(=O)c2ccccc2)O[C@H]1CO)c1cnccn1	0.1	-5
O=C(NC1CCCC1)c1c(NC(=O)c2cc(-c3ccccn3)nc3ccccc23)sc2c1CCC2	-0.1	-10

No new results follow: an excerpt of the list.
SMILES	IDH1 mut inh	EZH2 inh
CNC(=O)C(=O)NCCc1c[nH]c2ccccc12	0.4	.
COC(=O)[C@]1(CO)N=C(c2ccc(OCCCO)cc2)O[C@@H]1c1ccccc1N=[N+]=[N-]	.	-8
CO[C@H]1CN(C)C(=O)c2ccc(NC(=O)C3CCC3)cc2OC[C@@H](C)NC[C@@H]1C	0.1	9
COc1ccc(NC(=O)Nc2ccc3c(c2)CC(=O)N([C@H](C)CO)C[C@H](C)[C@H](CN(C)Cc2ccc(C(=O)O)cc2)O3)cc1	-0.3	.

(list continues)
SMILES	IDH1 mut inh	EZH2 inh
CCC(=O)Nc1ccc2c(c1)OC[C@@H](C)N(C(=O)Cc1ccccn1)C[C@@H](C)[C@@H](OC)CN(C)C2=O	-0.2	-4
Cc1ccc(-c2cnc3c(c2)C(=O)N([C@@H](C)CO)C[C@H](C)[C@H](CN(C)CC2CCOCC2)O3)cc1	-1.7	17
CC1(C)[C@H]2CC=C(/C=N\NC(=O)CCCCCC(=O)O)[C@@H]1C2	0.8	1
CCC(=O)Nc1ccc2c(c1)C(=O)N(C)C[C@@H](OC)[C@H](C)CN(Cc1cc(-c3ccccc3)on1)[C@H](C)CO2	0.1	-1
COc1cc(NC(=S)NCc2ccco2)c(OC)cc1Cl	-0.1	-6
C/C=C/c1cnc2c(c1)C(=O)N([C@@H](C)CO)C[C@@H](C)[C@H](CN(C)C(=O)C1CCCCC1)O2	0.4	.
O=C(NCC[C@@H]1CC[C@H](NS(=O)(=O)c2ccc(F)cc2)[C@H](CO)O1)c1ccc2c(c1)OCO2	-0.1	-1
CC(C)C#Cc1cnc2c(c1)C(=O)N([C@H](C)CO)C[C@H](C)[C@@H](CN(C)C(=O)c1ccccc1)O2	-0.2	13
COc1ccc(-c2cnc3c(c2)C(=O)N([C@@H](C)CO)C[C@@H](C)[C@@H](CN(C)C(=O)NC2CCCC2)O3)cc1	-0.4	.
C[C@@H]1CN([C@@H](C)CO)S(=O)(=O)c2ccc(-c3ccc(F)cc3)cc2O[C@H]1CN(C)CC1CC1	0.1	-9
C=C(C(=O)O)C(CCCCC(C)O)C(=O)O (stereo not drawn)	0.2	-37
COc1ccc(S(=O)(=O)Nc2ccc3c(c2)C(=O)N([C@H](C)CO)C[C@@H](C)[C@@H](CN(C)C)OCCCC[C@@H](C)O3)cc1	2.4	-9
COc1ccc(-n2nnnc2SCC(=O)Nc2ccc(F)cc2F)cc1	0.4	-17
C[C@@H]1CCCCO[C@H](CN(C)C(=O)CCC(F)(F)F)[C@H](C)CN([C@H](C)CO)C(=O)c2cc(NS(=O)(=O)c3ccc(Cl)cc3)ccc2O1	-0.3	.
COc1cccc2c1C(=O)c1c(O)c3c(c(O)c1C2=O)C[C@@](O)(C(=O)CO)C[C@@H]3OC1CC(N)C(O)C(C)O1 (stereo partly drawn)	-3.6	.
C[C@@H]1CN([C@H](C)CO)S(=O)(=O)c2ccc(C#Cc3ccccn3)cc2O[C@@H]1CN(C)Cc1ccccc1	-2.0	12
C[C@H]1CN([C@@H](C)CO)C(=O)c2cc(-c3cncnc3)cnc2O[C@@H]1CN(C)C(=O)Cc1ccccn1	-0.4	-10
CCC(=O)N(C)C[C@H]1Oc2ncc(/C=C/c3ccccc3)cc2C(=O)N([C@@H](C)CO)C[C@@H]1C	-0.6	4
Cc1noc(C)c1NC(=O)Nc1cccc2c1O[C@H](CN(C)Cc1ccc(C(=O)O)cc1)[C@@H](C)CN([C@@H](C)CO)C2=O	0.7	.
Cc1ccc(S(=O)(=O)Nc2ccc3c(c2)CC(=O)N([C@H](C)CO)C[C@@H](C)[C@@H](CN(C)Cc2ccc(C(=O)Nc4ccccc4N)cc2)O3)cc1	.	-34
O=C(C[C@@H]1C=C[C@@H](NC(=O)Nc2ccccc2F)[C@@H](CO)O1)NCc1ccc(-c2ccccc2)cc1	0.0	-6
Cc1ccc(S(=O)(=O)N(C)C[C@@H]2OCCCC[C@H](C)Oc3ccc(NC(=O)NC4CCCCC4)cc3C(=O)N([C@@H](C)CO)C[C@@H]2C)cc1	1.2	.
C[C@H](CO)N1C[C@H](C)[C@H](CN(C)S(=O)(=O)c2ccccc2)Oc2ccc(N(C)C)cc2C1=O	0.6	-1
C[C@@H]1CN([C@@H](C)CO)C(=O)c2cc(C#CC3(O)CCCC3)cnc2O[C@H]1CN(C)C(=O)CC1CC1	-1.1	0
CC(C)NC(=O)Nc1cccc2c1O[C@@H](CN(C)Cc1ccc(C(F)(F)F)cc1)[C@H](C)CN([C@@H](C)CO)C2=O	-1.2	.
COC(=O)c1cc(OC)c(OC)cc1NC(=O)COc1cc(Cl)c(Cl)cc1Cl	-0.2	9
CC(=O)c1ccc(NC(=O)COc2ccccc2C(=O)Nc2ccccc2)cc1	-0.4	0
CC(C)CC#Cc1cnc2c(c1)C(=O)N([C@@H](C)CO)C[C@@H](C)[C@@H](CN(C)C(=O)c1cccnc1)O2	-2.5	0
C[C@@H]1CCCCO[C@H](CN(C)S(=O)(=O)c2ccccc2)[C@H](C)CN([C@@H](C)CO)C(=O)c2cc(NC(=O)c3ccncc3)ccc2O1	0.0	.
C[C@@H]1CN([C@@H](C)CO)C(=O)c2c(c3ccccc3n2C)-c2ccccc2CO[C@@H]1CN(C)Cc1cccc(C(=O)O)c1	.	17
COc1ccc(S(=O)(=O)Nc2ccc3c(c2)C(=O)N([C@H](C)CO)C[C@@H](C)[C@@H](CN(C)C(=O)NC2CCCCC2)O3)cc1	0.0	.
Cc1ccc(S(=O)(=O)Nc2cccc3c2O[C@@H](CN(C)Cc2ccc(-c4ccccc4)cc2)[C@H](C)CN([C@H](C)CO)C3=O)cc1	0.7	.
O=C(C[C@H]1C[C@@H]2c3cc(NC(=O)CC4CC4)ccc3O[C@@H]2[C@@H](CO)O1)NCc1ccc2c(c1)OCO2	0.7	-4
COC(=O)c1ccc(C(=O)OC)c(NC(=O)COc2ccc(I)cc2)c1	0.1	5
COC(=O)C[C@H]1C[C@H]2c3cc(NC(=O)Cc4ccncc4)ccc3O[C@H]2[C@H](CO)O1	0.8	-2
C[C@H](CO)N1C[C@H](C)[C@@H](CN(C)Cc2ccc(C(F)(F)F)cc2)Oc2ccc(NC(=O)CCN3CCOCC3)cc2C1=O	-1.6	-7
Cc1ccc(S(=O)(=O)NC(C)C(=O)Nc2ccc(C(N)=O)cc2)cc1 (stereo not drawn)	0.0	.
CCn1c(SCC(=O)Nc2cccc(F)c2)nnc1-c1ccc(OC)cc1	0.3	8
C[C@H](CO)N1C[C@H](C)[C@@H](CN(C)S(=O)(=O)c2ccccc2)OCCCC[C@H](C)Oc2ccc(NC(=O)c3ccccc3)cc2C1=O	0.8	.
COc1ccc(CN2C[C@@H](C)[C@H](OC)CN(C)C(=O)c3ccc(NC(=O)c4nc5ccccc5s4)cc3OC[C@@H]2C)cc1	-0.4	0
CC(C)CC#Cc1ccc2c(c1)O[C@H](CN(C)Cc1ccncc1)[C@H](C)CN([C@@H](C)CO)S2(=O)=O	4.0	.
Cc1cc2nn(-c3ccccc3)nc2cc1NC(=O)C(C)(C)Oc1ccc(Cl)cc1	-0.1	16
CNC[C@@H]1Oc2ccc(NC(=O)C3CCCCC3)cc2C(=O)N([C@H](C)CO)C[C@@H]1C	4.5	1
COc1ccc(NC(=O)N(C)C[C@@H]2Oc3ncc(-c4ccc(C#N)cc4)cc3C(=O)N([C@@H](C)CO)C[C@H]2C)cc1	-0.7	7
O=C(Nc1ccc2c(c1)[C@H]1C[C@H](CC(=O)N3CCCCC3)O[C@@H](CO)[C@H]1O2)C1CCC1	0.2	7
C[C@H]1CN([C@@H](C)CO)C(=O)Cc2cc(NS(=O)(=O)c3cn(C)cn3)ccc2O[C@@H]1CN(C)S(=O)(=O)c1ccccc1	-0.3	.
COC(=O)Nc1sc2c(c1C(=O)NCc1ccco1)CCC2	0.2	-6
C[C@@H]1CN([C@H](C)CO)C(=O)Cc2cc(NS(C)(=O)=O)ccc2O[C@H]1CN(C)Cc1ccc(Oc2ccccc2)cc1	-0.1	.
C[C@@H]1CN([C@@H](C)CO)C(=O)c2cc(NC(=O)CCC(F)(F)F)ccc2O[C@@H](C)CCCCO[C@H]1CN(C)C(=O)CCC(F)(F)F	0.8	.
O=C1CCCC(=O)C1CC1C(=O)CCCC1=O	0.4	7
CN1N=C2c3ccccc3CCCC2C1c1cccs1 (stereo not drawn)	0.8	3
Clc1ccc(COC(Cn2ccnc2)c2ccc(Cl)cc2Cl)cc1 (stereo not drawn)	12	.
O=C(NCc1ccccc1)C1=C[C@H](c2coc3ccccc3c2=O)C[C@H](OCc2ccc(CO)cc2)O1	.	6
C[C@H](CO)N1C[C@H](C)[C@H](CN(C)Cc2ccccc2)Oc2ccc(NS(C)(=O)=O)cc2C1=O	0.0	-9
CC(C)C#Cc1cnc2c(c1)C(=O)N([C@@H](C)CO)C[C@H](C)[C@@H](CN(C)C(=O)c1ccccn1)O2	2.0	-5
C[C@H](CO)N1C[C@H](C)[C@H](CN(C)Cc2ccccc2)Oc2ccc(NS(=O)(=O)c3ccc(Cl)cc3)cc2C1=O	.	-3
Cc1cc(C(=O)NNCc2ccccc2)no1	1.5	-10
COc1ccccc1NC(=O)CSc1nc(O)cc(=O)n1-c1ccccc1	-0.3	4
Cc1noc(C)c1NC(=O)N(C)C[C@@H]1Oc2ccc(NC(=O)Cn3cnnn3)cc2CC(=O)N([C@H](C)CO)C[C@@H]1C	3.6	.
Cc1ccc(S(=O)(=O)Nc2ccc3c(c2)C(=O)N([C@@H](C)CO)C[C@@H](C)[C@H](CN(C)C(=O)Cc2ccccc2)OCCCC[C@@H](C)O3)cc1	0.0	.
CO[C@H]1CN(C)C(=O)c2cc(NC(=O)Nc3c(C)noc3C)ccc2OC[C@H](C)N(CCC(F)(F)F)C[C@@H]1C	0.6	-2
CCCN1C[C@H](C)[C@H](OC)CN(C)C(=O)c2ccc(NC(=O)c3ccccc3F)cc2OC[C@@H]1C	-0.2	-1

Pulled one by one from the entries so far (5):
SMILES	IDH1 mut inh	EZH2 inh
Cc1cc2nn(-c3ccccc3)nc2cc1NC(=O)C(C)(C)Oc1ccc(Cl)cc1	-0.1	16
C=C(C(=O)O)C(CCCCC(C)O)C(=O)O (stereo not drawn)	0.2	-37
COc1cccc(NC(=O)Nc2ccc3c(c2)C(=O)N(C)C[C@@H](OC)[C@@H](C)CN(CC2CC2)[C@H](C)CO3)c1	-0.8	4
CO[C@H]1CN(C)C(=O)c2ccc(NC(=O)C3CCC3)cc2OC[C@@H](C)NC[C@@H]1C	0.1	9
Clc1ccc(COC(Cn2ccnc2)c2ccc(Cl)cc2Cl)cc1 (stereo not drawn)	12	.

Source: PubChem
